Screening data as filed in PubChem.
Tau FP inhib: inhibitors of human tau fibril formation. K18 P301L tau heparin fibrillization, Alexa594 FP, 6 h. 280,000 tested, 0.39% active. P10636. AID 1468. Potency, µM (series often up to 57.7 µM), inactives show at the top dose activity, negative = inhibition, usual class: inhibitors; also: % is scaled to controls: 0 for no effect and ±100 for the full control effect; nearly all actives have a fitted effect of over 55% in size
Target sequence (P10636 561-689 P618L limits assumed): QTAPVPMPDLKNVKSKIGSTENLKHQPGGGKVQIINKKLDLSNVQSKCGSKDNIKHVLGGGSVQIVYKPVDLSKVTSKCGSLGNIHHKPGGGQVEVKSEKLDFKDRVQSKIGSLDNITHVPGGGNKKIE
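Quantitative HTS format: compounds meet 15 uM recombinant K18 P301L tau and Alexa 594-tau tracer in 100 mM sodium acetate pH 7; 20 uM heparin triggers fibrillization at 37 C over 6 hr; FP gives the signal.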
Tau fibril ThT: tau fibrillization inhibition (ThT binding) | recombinant tau K18 P301L, heparin-induced fibrillization, ThT fluorescence | 270,000 tested, 2.1% active | P10636 | Potency, µM (doses to about 57.4 µM), without a hit: top-dose activity, negative = inhibition, usual class: inhibitors; also: % is scaled to controls: 0 for no effect and ±100 for the full control effect; nearly all actives have a fitted effect of over 55% in size
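Recombinant human tau K18 fragment […] carrying P301L, 15 uM unlabeled plus 0.24 uM Alexa 594-labeled, was fibrillized with 20 uM heparin in 100 mM sodium acetate pH 7 for 6 hr at 37 C; 30 uM ThT fluorescence read after 1 hr.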
RECQ1 helicase: RECQ1 (human) helicase inhibition. Potency, µM (series often up to 57.3 µM), for inactives: top-dose activity, negative = inhibition, hits mostly inhibitors. 240,000 tested, 0.54% active. RECQ1 DNA unwinding, red fluorescence kinetic read. AID 2549. P46063;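 also: plate controls were vehicle for no effect and no enzyme for full effect; nearly all actives have a fitted effect of over 30% in size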
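50 nM RECQ1T1 preincubated 15 min with compound in Tris pH 8.0 buffer with MgCl2, DTT, Tween-20 and 2.5 ug/ml poly(dI-dC); started with 200 nM TAMRA/BHQ-2 forked duplex and 2 mM ATP. Unwinding read as fluorescence (525/598 nm), two reads 2 h apart.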
HTT cytoprotect: protects HTT-Q103 PC12 cells, measured by ATP | PC12 HTT-Q103 induced, cytoprotection, ATP luminescence, 40 h | Potency, µM (highest dose often 56.4 µM), inactives show cytoprotection (ATP increase), usual class: activators | 230,000 tested, 0.14% active;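 also: % of control where 0% means no effect; nearly all actives have a fitted effect of over 45% in size; toxic huntingtin expression switched on by the ecdysone agonist tebufenozide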
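Readout: ATPlite luminescence (ATP level). Model: stable PC12, inducible Htt exon1 Q103-GFP. Inducer: tebufenozide, 100 nM final. Compounds: dose series. No G418 in medium.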
Tau fluor cs: counter-screen for tau fibril formation inhibitors; tau K18 P301L (four-repeat tau fragment) Alexa594 fluorescence, heparin fibrillization; Potency, µM (series often up to 57.7 µM), for the others: at the top dose activity change, negative = decrease; 280,000 tested, 0.93% active; AID 1463; also: % is scaled to controls: 0 for no effect and ±100 for the full control effect; nearly all actives have a fitted effect of over 55% in size
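Human K18 P301L tau (15 uM unlabeled plus 0.24 uM Alexa 594-labeled, final) in 100 mM sodium acetate pH 7 was mixed with compound and 20 uM heparin and incubated 6 hr at 37 C.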
TRb-SRC2 inh: inhibitors of human thyroid hormone receptor beta-SRC2 interaction. Potency, µM (titrated, usually from 106 µM), inactives show at the highest dose activity change, negative = inhibition, usual class: inhibitors. 280,000 tested, 0.065% active. P10828. TRbeta-SRC2 peptide binding, fluorescence polarization; receptor liganded with 1 µM T3;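 also: plate controls were bound peptide for no effect and peptide without receptor for full effect; nearly all actives have a fitted effect of over 50% in size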
Target sequence (P10828 whole entry, looked up): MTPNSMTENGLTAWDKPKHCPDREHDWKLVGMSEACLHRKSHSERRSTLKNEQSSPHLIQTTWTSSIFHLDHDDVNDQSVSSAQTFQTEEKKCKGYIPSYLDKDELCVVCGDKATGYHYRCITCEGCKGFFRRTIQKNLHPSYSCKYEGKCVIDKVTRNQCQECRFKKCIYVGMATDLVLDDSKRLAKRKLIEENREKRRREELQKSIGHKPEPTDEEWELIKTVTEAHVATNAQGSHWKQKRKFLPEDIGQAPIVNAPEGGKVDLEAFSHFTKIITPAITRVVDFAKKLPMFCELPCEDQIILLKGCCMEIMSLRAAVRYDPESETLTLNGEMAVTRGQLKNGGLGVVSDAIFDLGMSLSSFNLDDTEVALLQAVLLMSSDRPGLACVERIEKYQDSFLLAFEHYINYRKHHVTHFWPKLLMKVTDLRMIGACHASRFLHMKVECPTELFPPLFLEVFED
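Human TRb ligand-binding domain (0.6 uM) is mixed with 20 nM Texas Red SRC2 peptide and 1 uM T3; after compound addition and 5 hr at ambient temperature, polarization is measured and normalized to unbound and bound controls.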
L3MBTL1 inh: inhibitors of human L3MBTL1. AlphaScreen L3MBTL1–H3K9me1 peptide binding. Q9Y468. AID 485360. 230,000 tested, 0.66% active. Potency, µM (series often up to 57.1 µM), without a hit: at the highest dose activity, negative = inhibition, most hits filed as inhibitors; also: % is scaled to controls: 0 for no effect and ±100 for the full control effect; nearly all actives have a fitted effect of over 60% in size
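AlphaScreen assay: L3MBTL1 (50 nM final) was preincubated 30 min at room temperature with biotinylated H3(1-15)K9me1 peptide (75 nM final), then 30 min with library compounds; streptavidin donor and nickel chelate acceptor beads (10 ug/mL final) added, 30 min dark.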
TexasRed fluor: Texas Red fluorescence interference in TRb-SRC2 counter-screen; TRb/SRC2 Texas Red total fluorescence interference; Potency, µM (series often up to 106 µM), inactives show at the top dose fluorescence change, negative = quenching; 280,000 tested, 0.29% active; AID 1479; active = well fitted curve in either direction with a large enough effect; inconclusive = small, poorly fitted or top-dose-only effect; also: % is scaled to controls: 0 for no effect and ±100 for the full control effect
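Human TRb ligand-binding domain at 0.6 uM with 20 nM Texas Red SRC2 peptide in Tris buffer containing 1 uM T3 and 5% DMSO, incubated with compound 5 h at ambient temperature. Total fluorescence (555/632 nm) calculated as parallel + 2 × perpendicular.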
Numbers without * were called inactive; [ ] = remark or other dose. Unless noted, calls follow the shape of the dose curve; as a rule, active = well fitted curve in the direction sought with a large enough effect; inconclusive = small, poorly fitted or top-dose-only effect, or another doubt; inactive = no such curve, though single readings can be large; an effect the other way counts as inactive or inconclusive. Potency is read from the fitted curve at half-maximal effect.

Screening CCn1cc(C(=O)NCCCOC)c(=O)c2cc(S(=O)(=O)N3CCc4ccccc4C3)ccc21 returned Tau FP inhib 5.2%, Tau fibril ThT -13.5%, Tau fluor cs -14.4%, TRb-SRC2 inh -6.6% and TexasRed fluor -1.8%.
For CC(=O)Nc1cc(C(F)(F)F)ccc1OCC1CCCO1 (configuration not stated) the results were Tau FP inhib 2.5%, Tau fibril ThT -3.5%, RECQ1 helicase inactive, HTT cytoprotect -8.7%, Tau fluor cs 2.9%, TRb-SRC2 inh -4.1%, L3MBTL1 inh -7.6% and TexasRed fluor 0.8%.
For CCc1nnc2c(N3CCN(c4cccc(C)c4)C(C)C3)nc3ccccc3n12 (configuration not stated) the results were Tau FP inhib 2.0%, Tau fibril ThT inconclusive, Tau fluor cs -28.3%, TRb-SRC2 inh -2.9% and TexasRed fluor -1.7%.
`O=C(CSc1nnc(-c2cccs2)n1CC1CCCO1)N1CCCC1` (configuration not stated) gave Tau FP inhib 2.3%, Tau fibril ThT -3.6%, RECQ1 helicase inactive, HTT cytoprotect -32.3%[10 µM], Tau fluor cs -4.3%, TRb-SRC2 inh 12.6%, L3MBTL1 inh 12.3% and TexasRed fluor 0.1%.
`COCCCN1C(=O)C(=O)/C(=C(/O)c2ccc(OC(C)C)cc2)C1c1ccc(O)c(OC)c1` (configuration not stated) gave Tau FP inhib -5.6%, Tau fibril ThT -4.5%, RECQ1 helicase inactive, HTT cytoprotect 17.2%[10 µM], Tau fluor cs -5.8%, TRb-SRC2 inh 1.9%, L3MBTL1 inh 1.5% and TexasRed fluor 0.6%.
`CC(=O)Nc1ccc(S(=O)(=O)N2CCN(c3cc(C)nc4ccccc34)CC2)cc1` gave Tau FP inhib -5.1%, Tau fibril ThT 5.1%, RECQ1 helicase -4.9%, HTT cytoprotect 11.6%[10 µM], Tau fluor cs 1.1%, TRb-SRC2 inh -8.5%, L3MBTL1 inh -4.1% and TexasRed fluor -2.3%.
`COC(=O)c1sc(NC(=O)CCCn2nc([N+](=O)[O-])cc2C)c(C(=O)OC)c1C` gave Tau FP inhib -3.0%, Tau fibril ThT -7.6%, RECQ1 helicase -6.6%, HTT cytoprotect 24.2%[10 µM], Tau fluor cs -14.5%, TRb-SRC2 inh -4.5%, L3MBTL1 inh 2.8% and TexasRed fluor -0.6%.
For O=C(Nc1ccccc1C(=O)NC1CCCC1)NC1CCCC1 the results were Tau FP inhib 3.6%, Tau fibril ThT -15.1%, RECQ1 helicase inactive, HTT cytoprotect -17.6%, Tau fluor cs -4.8%, TRb-SRC2 inh -3.1% and TexasRed fluor -5.3%.
For Fc1ccc(CSc2nnc(-c3ccco3)o2)cc1 the results were Tau FP inhib -13.2%, Tau fibril ThT -5.1%, RECQ1 helicase -11.8%, HTT cytoprotect 1.6%[10 µM], Tau fluor cs -15.9%, TRb-SRC2 inh -4.7%, L3MBTL1 inh 25.0% and TexasRed fluor -1.8%.
Cc1ccc2nc(N(CCCN(C)C)C(=O)c3ccc(S(=O)(=O)N(C)C)cc3)sc2c1 was read as Tau FP inhib 3.6%, Tau fibril ThT -5.3%, RECQ1 helicase -0.3%, HTT cytoprotect 18.3%[10 µM], Tau fluor cs -0.5%, TRb-SRC2 inh 1.4%, L3MBTL1 inh -8.6% and TexasRed fluor -6.6%.
For CC(C)(C)OC(=O)NCc1ccc(NC(=O)c2nc[nH]c2C(=O)N[C@@H](Cc2ccccc2)C(=O)OCc2ccccc2)cc1 the results were Tau FP inhib 10µM*, Tau fibril ThT 4.6%, RECQ1 helicase -2.2%, HTT cytoprotect 27.3%[10 µM], Tau fluor cs inconclusive, TRb-SRC2 inh 0.8% and TexasRed fluor -3.0%.
Cc1ccc(-n2nc(C)c3c2OC(N)=C(C#N)C3c2ccoc2)cc1 (configuration not stated) was read as Tau FP inhib inconclusive, Tau fibril ThT 12.6µM*, RECQ1 helicase inconclusive, HTT cytoprotect -7.1%, Tau fluor cs inconclusive, TRb-SRC2 inh inconclusive, L3MBTL1 inh inconclusive and TexasRed fluor -10.9%.
For O=C(CCN1C(=O)/C(=C/c2cccs2)SC1=S)NNC(=O)c1cccc(O)c1 the results were Tau FP inhib 35.5µM*, Tau fibril ThT inconclusive, RECQ1 helicase inconclusive, HTT cytoprotect 1.3%, Tau fluor cs -11.8%, TRb-SRC2 inh 4.5%, L3MBTL1 inh 16.1% and TexasRed fluor 3.0%.
COC(=O)c1ccccc1NC(=O)Cn1c(=O)cc(C)c2c(C)nn(C)c21 was read as Tau FP inhib 7.7%, Tau fibril ThT -8.6%, Tau fluor cs -4.8%, TRb-SRC2 inh -2.4% and TexasRed fluor inconclusive.
Screening CCCc1cc(C(=O)Nc2cccnc2Cl)no1 returned Tau FP inhib 1.2%, Tau fibril ThT -4.8%, RECQ1 helicase -3.3%, HTT cytoprotect 19.3%, Tau fluor cs -4.5%, TRb-SRC2 inh -2.5% and TexasRed fluor 0.6%.
`Cc1ccc(-c2cn3cccnc3n2)cc1NC(=O)c1ccc(Br)o1` gave Tau FP inhib -7.4%, Tau fibril ThT -8.4%, RECQ1 helicase -12.7%, HTT cytoprotect 15.1%[10 µM], Tau fluor cs 8.6%, TRb-SRC2 inh -16.5%, L3MBTL1 inh 1.6% and TexasRed fluor 1.6%.
For Cc1cc(C(F)F)n2nc(C(=O)Nc3cccnc3Cl)nc2n1 the results were Tau FP inhib 1.5%, Tau fibril ThT -8.2%, RECQ1 helicase -10.0%, HTT cytoprotect -14.4%, Tau fluor cs -3.1%, TRb-SRC2 inh -18.6%, L3MBTL1 inh 1.6% and TexasRed fluor 0.8%.
CCOc1nonc1C(=N)/C(C(C)=O)=C(\C)O was read as Tau FP inhib -1.2%, Tau fibril ThT 2.8%, RECQ1 helicase -11.9%, HTT cytoprotect -23.6%, Tau fluor cs 6.7%, TRb-SRC2 inh -11.7%, L3MBTL1 inh 3.8% and TexasRed fluor -1.0%.
COC(=O)c1ccc(C(=O)Nc2cc(Cl)ccc2Cl)cc1NC(=O)c1ccc(N(C)C)cc1 was read as Tau FP inhib 14.7%, Tau fibril ThT -12.4%, RECQ1 helicase inactive, HTT cytoprotect 1.1%, Tau fluor cs -6.3%, TRb-SRC2 inh -0.8% and TexasRed fluor -3.6%.
For Cc1nc2ccccc2n1CSc1ccccc1 the results were Tau FP inhib 10.4%, Tau fibril ThT 4.8%, RECQ1 helicase -1.1%, HTT cytoprotect 4.3%[10 µM], Tau fluor cs 4.3%, TRb-SRC2 inh -6.0%, L3MBTL1 inh -6.7% and TexasRed fluor -2.1%.
CC1=C(C(=O)Nc2ccc(C)cc2)C(c2cccs2)NC(=S)N1 (configuration not stated) was read as Tau FP inhib -3.5%, Tau fibril ThT -3.2%, RECQ1 helicase -2.3%, HTT cytoprotect 43.5%[10 µM], Tau fluor cs -8.3%, TRb-SRC2 inh -6.2%, L3MBTL1 inh 5.2% and TexasRed fluor 0.4%.
COc1ccc(C(=O)OCC(=O)Nc2ccccc2)cc1[N+](=O)[O-] was read as Tau FP inhib -3.6%, Tau fibril ThT -7.0%, RECQ1 helicase -0.6%, HTT cytoprotect -5.6%, Tau fluor cs -12.8%, TRb-SRC2 inh 7.7% and TexasRed fluor -2.1%.
For Cc1ccc(CNC(=O)Cn2ccc3ccccc3c2=O)o1 the results were Tau FP inhib -11.2%, Tau fibril ThT inconclusive, RECQ1 helicase -0.1%, HTT cytoprotect 6.1%[10 µM], Tau fluor cs -9.7%, TRb-SRC2 inh -7.7%, L3MBTL1 inh -7.2% and TexasRed fluor 1.1%.
For COC(=O)c1ccccc1NC(=O)CSc1nc2ccsc2c(=O)n1CCC(C)C the results were Tau FP inhib -14.3%, Tau fibril ThT 7.9%, Tau fluor cs 5.8%, TRb-SRC2 inh 4.6% and TexasRed fluor -1.1%.
Screening COc1ccc(NC(=S)N2CCN(c3ccc([N+](=O)[O-])cc3)CC2)cc1OC returned Tau FP inhib -11.5%, Tau fibril ThT 1.6%, RECQ1 helicase inactive, Tau fluor cs -2.9%, TRb-SRC2 inh -6.8%, L3MBTL1 inh 26.0% and TexasRed fluor -6.0%.
Screening O=C(O)c1ccc(N/N=C/c2cccc3nccnc23)cc1 returned Tau FP inhib 2.2%, RECQ1 helicase 2.6%, HTT cytoprotect -28.6%[10 µM], Tau fluor cs -19.0%, TRb-SRC2 inh -6.9% and TexasRed fluor -3.7%.
Screening CCc1ccc(-n2c(CCC(=O)O)ccc2-c2ccc(F)cc2)cc1 returned Tau FP inhib -1.4%, Tau fibril ThT -9.7%, Tau fluor cs -4.0%, TRb-SRC2 inh 1.6% and TexasRed fluor -2.0%.
Screening O=c1cc(-c2cccc(O)c2)oc2ccc(O)cc12 returned Tau FP inhib inconclusive, Tau fibril ThT -10.4%, RECQ1 helicase inactive, HTT cytoprotect -56.4%[inhibitor], Tau fluor cs -6.8%, TRb-SRC2 inh -2.1% and TexasRed fluor -3.2%.
For Cc1[nH]c2ccccc2c1C(=O)CN1CCC2(CC1)OCCO2 the results were Tau FP inhib -5.7%, Tau fibril ThT -19.6%, RECQ1 helicase -10.4%, HTT cytoprotect -22.0%, Tau fluor cs -17.6%, TRb-SRC2 inh -1.9%, L3MBTL1 inh 0.7% and TexasRed fluor 0.0%.
`Cc1ccc(NC(=O)c2cnc(N3CCCCC3)c3ccccc23)cc1Cl` gave Tau FP inhib 1.8%, Tau fibril ThT -4.9%, Tau fluor cs -23.8%, TRb-SRC2 inh -6.5% and TexasRed fluor -0.4%.
For O=C(Nc1cccc2ccccc12)NC1CCCc2ccccc21 (configuration not stated) the results were Tau FP inhib 0.0%, Tau fibril ThT 6.5%, RECQ1 helicase inactive, HTT cytoprotect -22.6%, Tau fluor cs 6.1%, TRb-SRC2 inh -5.8% and TexasRed fluor 1.5%.

Not all compounds are listed. The share of hits here may be higher or lower than overall.
